OX1R antag-1: antagonists of human orexin 1 receptor (OX1R); inhibition, % at 6.6 µM; 330,000 compounds, 1.8% hits; Orexin/Hypocretin receptor type 1 (Homo sapiens), O43613; AID 485270, 2010; OX1R-expressing cells, FRET antagonist read-out; in the data active = inhibition mostly above about 38%, no sharp cut-off; inactive = mostly below about 40%;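 also: 0% = agonist challenge alone and 100% = reference antagonist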
Target sequence (O43613 whole entry, looked up): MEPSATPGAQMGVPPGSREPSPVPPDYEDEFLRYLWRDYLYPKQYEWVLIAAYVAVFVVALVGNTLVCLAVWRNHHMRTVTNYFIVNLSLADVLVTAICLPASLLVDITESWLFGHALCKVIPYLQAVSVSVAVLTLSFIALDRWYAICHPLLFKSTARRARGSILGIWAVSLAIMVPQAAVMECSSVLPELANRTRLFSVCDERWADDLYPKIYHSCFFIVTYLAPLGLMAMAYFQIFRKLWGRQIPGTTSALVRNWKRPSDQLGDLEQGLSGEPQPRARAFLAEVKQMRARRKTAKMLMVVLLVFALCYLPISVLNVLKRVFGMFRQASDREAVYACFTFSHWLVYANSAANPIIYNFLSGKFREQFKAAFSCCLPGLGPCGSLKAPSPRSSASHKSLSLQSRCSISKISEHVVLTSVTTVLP
OX1R antag-2: OX1R (HCRTR1) antagonists, primary screen, fluorescence, CHO/OX1R cells, Fluo-8 calcium, orexin A; AID 434989, 2010; 330,000 compounds, 0.43% hits; Orexin/Hypocretin receptor type 1 (Homo sapiens), O43613; Fluo-8 calcium fluorescence; inhibition, % at 5 µM;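 active = inhibition above its plate's threshold, mean inhibition of all tested compounds on the plate plus 3 SD, cut at about 37% in these data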;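 also: 0% = orexin A challenge wells and 100% = SB-334867-A antagonist wells; not every result past the cut was called active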
An asterisk follows results filed as active.

#	canonical_smiles	OX1R antag-1	OX1R antag-2
1	Cc1ccc(Cl)cc1N1CCN(C(=O)C2CCN(S(=O)(=O)c3cnc[nH]3)CC2)CC1	17	1
2	COC(=O)c1cn(C(=O)c2ccccc2)c2ccccc12	16	-1
3	Cc1ccc2c(c1)C1CN(C)CCC1N2C(=O)c1cccc(S(=O)(=O)N(C)C)c1 (stereo unspecified)	25	-11
4	O=C(CCNC(=O)c1ccc(Br)cc1)NCCCN1CCOCC1	10	-4
5	O=C(NN=C1CCCC1)c1cc(-c2ccccc2)n[nH]1	5	-14
6	Cc1ccc(C)c(-c2ccc(=O)n(Cc3c(F)cccc3Cl)n2)c1	3	-10
7	CCSC1=N/C(=C\c2ccc(-c3ccccc3[N+](=O)[O-])o2)C(=O)S1	48	-4
8	NC(=O)COC(=O)c1ccc(NS(=O)(=O)c2ccc3c(c2)OCCO3)cc1	5	-6
9	CCN(CC)C(=O)N1CCN(C(=O)N2CCOCC2)CC1	5	-13
10	Cc1cc(-n2c(C)cc(C(=O)CSc3nnc4sc5ccccc5n34)c2C)no1	14	-4

Further structures follow.
#	canonical_smiles	OX1R antag-1	OX1R antag-2
11	COc1ccccc1NC(=O)CCSc1nnc(-c2ccco2)o1	18	-12
12	Cc1cc(NC(=O)c2cc3ccccc3o2)cc(C)c1OCC(=O)N1CCOCC1	9	-7
13	CCOC(=O)c1nnn2c3ccccc3c(=O)n(C)c12	3	-13
14	COc1ccccc1N(C1=NCCCS1)S(=O)(=O)c1ccc(C(C)(C)C)cc1	36	-27
15	COC(=O)c1[nH]c2ccccc2c1NS(=O)(=O)c1ccc(F)c(C)c1	25	-6
16	COc1ccc([N+](=O)[O-])cc1NC(=O)CSc1ccc2ccccc2c1	61*	-3
17	COc1ccc(CN2CC(=O)N(c3ccc(C)cc3C)C2=S)cc1OC	8	-26
18	CSC(=NC#N)N1CCN(c2ccc([N+](=O)[O-])cc2)CC1	30	-8
19	COc1cc(C(=O)O/N=C2\C=CC(=O)C(C)=C2)cc(OC)c1OC	23	-18
20	CCOC(=O)c1cc2c(C)[nH]c(C)c2cc(C(=O)OCC)c1=O	31	-3

Further records follow.
#	canonical_smiles	OX1R antag-1	OX1R antag-2
21	N#CCC(=O)Nc1ccc(C(=O)OCC(=O)NC(=O)NCc2ccco2)cc1	13	19
22	Cc1ccc(NC(=O)CN(C)C(=O)C(C)N2CCN(Cc3ccccc3C)CC2)cc1 (stereo unspecified)	2	-13
23	COc1ccc(C2=NN(c3nc(C(=O)O)cs3)C(O)(C(F)(F)F)C2)c(OC)c1 (stereo unspecified)	31	-31
24	Cc1ccc(NC(=O)C(C)N2C(=O)c3ccccc3S2(=O)=O)cc1Cl (stereo unspecified)	23	-14
25	CNC(=O)C(=O)Nc1cc2c3c(c1)C(C)C(=O)N3CCC2 (stereo unspecified)	4	-14
26	CN(C)c1ccc(CNCC2CCCO2)cc1 (stereo unspecified)	5	-1
27	Cc1cc(NC(=O)CSc2ccc(-c3ccc4c(c3)OCO4)nn2)no1	35	-26
28	CCCCCn1c(SCC2CCCO2)nc2cc(C(=O)N3CCC(C(N)=O)CC3)ccc2c1=O (stereo unspecified)	9	-17
29	Cc1cc(=O)n2c(ccc3ccccc32)c1C#N	21	-15
30	Cc1cc(C)cc(N(C(=O)Cn2nnc(-c3ccccc3)n2)C(C(=O)NC2CCCCC2)c2ccccn2)c1 (stereo unspecified)	7	-28

The results go on:
#	canonical_smiles	OX1R antag-1	OX1R antag-2
31	COc1ccc(Cl)cc1NC(=S)N(CCCN1CCOCC1)Cc1cn(C)c2ccccc12	6	-20
32	Cc1c(OC(=O)CNC(=O)OC(C)(C)C)ccc2c3c(c(=O)oc12)CCC3	8	-3
33	Cc1c(Cl)cccc1NC(=O)CCN1CCCCCC1	11	-37
34	CCOC(=O)c1nn(-c2ccccc2)c(C(=O)OCC)c1N	-4	-5
35	Cc1ccc(C(=O)N2C(=O)c3cccc(N)c3C2=O)o1	7	-2
36	Cc1nnc(NC(=O)CSc2nnc(-c3ccco3)o2)s1	1	-7
37	O=C(/C=C/Nc1ccc(Cc2ccc(N/C=C/C(=O)C(F)(F)F)cc2)cc1)C(F)(F)F	11	-10
38	NC(=O)C1CCCN(C(=O)c2ccc3c(c2)NC(=O)CS3)C1 (stereo unspecified)	1	-13
39	CC(C(=O)NC1CC(C)(C)NC(C)(C)C1)c1ccc([N+](=O)[O-])cc1 (stereo unspecified)	17	2
40	C[C@@H](NC(=O)c1nc[nH]c1C(=O)N1CCN(c2ccccc2)CC1)c1ccccc1	9	12

(cont.)
#	canonical_smiles	OX1R antag-1	OX1R antag-2
41	COc1ccc(OC)c(/C=N/NC(=O)c2ccc3nc[nH]c3c2)c1	-2	4
42	CCNc1nc(C)c(CN(C(C)=O)c2ccccc2)nc1C#N	23	-8
43	COc1cc(/C=N/NC(=O)CC2(C)OCCCO2)ccc1OCc1ccccc1	4	-23
44	Cc1cc(C)c(S(=O)(=O)Cc2ccccc2)c(Cl)n1	17	-9
45	COCCCN(C(=O)Cn1ncc2c(=O)oc3ccc(C)cc3c21)C(C)c1ccncc1 (stereo unspecified)	14	-18
46	COc1ccc(-n2c(=O)[nH]c3cc(C(=O)NCCc4ccccc4)ccc3c2=O)cc1OC	5	-14
47	Brc1ccccc1/C=N/Nc1ccc2ccccc2n1	30	-48
48	Cc1cccnc1NC(=O)CNC(=O)C12CC3CC(CC(Cl)(C3)C1)C2	7	-12
49	Cc1ccc(S(=O)(=O)NCC(c2cccnc2)N2CCc3ccccc32)cc1 (stereo unspecified)	14	-18
50	Cn1c2ccccc2c2ncn(Cc3ccco3)c(=O)c21	19	-17

Exported screen by screen: six of the compounds above.
#44 Cc1cc(C)c(S(=O)(=O)Cc2ccccc2)c(Cl)n1
#45 COCCCN(C(=O)Cn1ncc2c(=O)oc3ccc(C)cc3c21)C(C)c1ccncc1 (stereo unspecified)
#46 COc1ccc(-n2c(=O)[nH]c3cc(C(=O)NCCc4ccccc4)ccc3c2=O)cc1OC
#47 Brc1ccccc1/C=N/Nc1ccc2ccccc2n1
#48 Cc1cccnc1NC(=O)CNC(=O)C12CC3CC(CC(Cl)(C3)C1)C2
#49 Cc1ccc(S(=O)(=O)NCC(c2cccnc2)N2CCc3ccccc32)cc1 (stereo unspecified)

| screen / no. | 44 | 45 | 46 | 47 | 48 | 49 |
| --- | --- | --- | --- | --- | --- | --- |
| OX1R antag-1 | 17 | 14 | 5 | 30 | 7 | 14 |
| OX1R antag-2 | -9 | -18 | -14 | -48 | -12 | -18 |

Carrying on.
#	canonical_smiles	OX1R antag-1	OX1R antag-2
51	Cn1c(=O)[nH]c(=O)c2[nH]c(CN3CCN(Cc4ccccc4)CC3)nc21	6	1
52	COc1ccc(C)cc1Nc1nc(N)c2ccccc2n1	20	-27
53	CC(O)[C@H]1CNC(=O)C(=O)N1CC1CCCCC1 (stereo partly specified)	20	-6
54	COc1cc([N+](=O)[O-])cc2sc(NC(=O)C3CC3)nc12	21	-5
55	Cc1ccccc1CN1CCN(c2nc3ccccc3s2)CC1	24	-28
56	CC(C)C(=O)NC(=S)Nc1ccccc1N1CCN(C(=O)c2ccccc2)CC1	19	-28
57	COC(=O)CCNC(=O)c1nn(Cc2ccccc2)c(=O)c2ccccc12	14	-36
58	Cc1ccc(C(=O)c2cc3c(cc2[N+](=O)[O-])OCCO3)cc1	19	-18
59	Cc1csc(SCc2nnc(-c3ccc(Cl)cc3)o2)n1	13	-17
60	N#Cc1cc(-c2ccccc2)oc1NC(=O)c1ccco1	20	-26

Further structures.
#	canonical_smiles	OX1R antag-1	OX1R antag-2
61	COC(=O)c1cc2oc3ccccc3c2n1CC(=O)N1CCCc2ccccc21	11	-25
62	CCOC(=O)c1ccc(Nc2cc3ccccc3c(=O)[nH]2)cc1	27	-30
63	CCN(CC)C(=O)CN1C(=O)C2(OCC(C)(c3ccccc3)CO2)c2ccccc21 (stereo unspecified)	31	-34
64	CCCC(=O)Nc1ccc(C(=O)n2ccc(C)n2)cc1	17	-5
65	CN(C)CCNC(=O)c1cc2sc3ccccc3c2s1	12	-11
66	COc1ccc(CNC(=O)C(C)OC(=O)c2cccc(N(C)C)c2)cc1 (stereo unspecified)	8	-31
67	Cc1ccc(/C=C/S(=O)(=O)N2CCC(C(=O)O)CC2)cc1	0	3
68	COC(=O)c1ccccc1NC(=O)c1cc(C)no1	13	-2
69	CCOc1cc(CNCCc2ccc(S(N)(=O)=O)cc2)cc(Cl)c1OCc1ccccc1	-4	55*
70	CCn1nnnc1SCC(=O)NC1CCCC1	11	2

Remaining list, next part.
#	canonical_smiles	OX1R antag-1	OX1R antag-2
71	NC(=O)C1=C[C@H](c2coc3ccccc3c2=O)C[C@H](OCc2ccc(CO)cc2)O1	9	-28
72	CC(=O)N1CCN(CC(=O)Nc2ccc(C)c(F)c2)CC1	3	-11
73	CC12COC3(C(=O)Nc4ccc(F)cc4)CC1CCC32C (stereo unspecified)	6	-8
74	CCOC(=O)NC(=O)CSc1nc(C)cc(C)c1C#N	16	-9
75	CN(C(=O)c1ccccn1)c1nnc(-c2cccnc2)s1	23	-14
76	C#CCOCCOCCOCCNc1nc(N2CCN(C(=O)CCCCCCCCCCNC(=O)[C@H](CO)n3cc(CCCSC)nn3)CC2)nc(N2CCN(C(=O)CCCCCCCCCCNC(=O)[C@H](CCCN=C(N)N)n3cc(C[C@@H](C)CC)nn3)CC2)n1	5	-17
77	CC(C)NC(=O)COc1ccc(/C=N/NS(=O)(=O)c2ccccc2)cc1	21	13
78	COC(=O)c1ccc(C(=O)OC)c(NC(=S)N2CCCC(CO)C2)c1 (stereo unspecified)	7	-29
79	CCN(C(=O)CSc1nc2nc(C)cc(C)n2n1)c1cccc(C)c1	-1	-20
80	COc1ccc(/C=N/NC(=O)c2cnccn2)cc1O	31	-8

One compound at a time (already shown):
`C#CCOCCOCCOCCNc1nc(N2CCN(C(=O)CCCCCCCCCCNC(=O)[C@H](CO)n3cc(CCCSC)nn3)CC2)nc(N2CCN(C(=O)CCCCCCCCCCNC(=O)[C@H](CCCN=C(N)N)n3cc(C[C@@H](C)CC)nn3)CC2)n1` is listed with OX1R antag-1: 5; OX1R antag-2: -17
`CCOC(=O)NC(=O)CSc1nc(C)cc(C)c1C#N` is listed with OX1R antag-1: 16; OX1R antag-2: -9

Later entries.
#	canonical_smiles	OX1R antag-1	OX1R antag-2
81	CC1CCN(CCOc2ccc(C(=O)c3ccccc3)cc2)CC1	9	-16
82	Cc1ccc(C2=CC(c3ccccc3)n3ncnc3N2)c(C)c1 (stereo unspecified)	-1	-13
83	COc1ccc(/C=N/NC(=O)c2ccc(Cn3cc([N+](=O)[O-])cn3)o2)cc1O	18	-17
84	Cc1ccc(CNC(=O)c2ccccc2SCC(=O)NCC2CCCCC2)cc1	9	-21
85	FC(F)(F)c1cnc(/C=C/Nc2ccccc2Cl)c(Cl)c1	1	6
86	COc1ccc(C(=O)C2CCCN(Cc3ccc4nonc4c3)C2)cc1OC (stereo unspecified)	13	-37
87	CNC(=O)C1CC(=O)N(c2ccc(OCC(=O)Nc3ccc(OC)cc3)cc2)C1 (stereo unspecified)	6	-15
88	Cc1ccc(-c2csc(NC(=O)C[n+]3cc(-c4ccccc4)n4c3CCC4)n2)cc1	6	1
89	CC1CC1C(=O)OCC(=O)Nc1ccc(N=Nc2ccccc2)cc1 (stereo unspecified)	18	-22
90	COc1ccccc1NS(=O)(=O)c1ccc(O)c(C(=O)OCC(=O)Nc2ccccc2F)c1	15	-6

Next structures:
#	canonical_smiles	OX1R antag-1	OX1R antag-2
91	CC(C)C(C)NC(=O)COc1ccc(Sc2ccc(OCC(=O)NC(C)C(C)C)cc2)cc1 (stereo unspecified)	18	-28
92	Cc1ccc(C2=NN(C(=O)CCC(=O)O)C(c3cccs3)C2)cc1 (stereo unspecified)	5	-10
93	CSc1nc2c(c(=O)[nH]c(=O)n2C)n1Cc1ccccc1	13	-10
94	Cc1ccc(C)c(N(CC(=O)NC2CCCC2)C(=O)c2cc3cc4cccc(C)c4nc3s2)c1	8	-28
95	O=C(O)c1c2c(nc3ccc(S(=O)(=O)N4CCC(C(=O)NCc5ccccc5Cl)CC4)cc13)CCCC2	4	-17
96	CCC(=O)c1ccc(N2CCN(C(=O)c3ccccc3)CC2)c(F)c1	8	-20
97	O=C(OCC(=O)N(CCc1ccccc1)Cc1ccccc1)c1ccccc1NCCO	25	-7
98	CC1CCCN(C2(O)C(=O)Nc3c(C(F)(F)F)cccc32)C1 (stereo unspecified)	4	-9
99	FC(F)(F)c1nnc(-c2ccccc2)nc1Oc1ccccc1	6	4
100	CCCCn1c(-c2nonc2N)nc2ccccc21	19	-30

Carrying on:
#	canonical_smiles	OX1R antag-1	OX1R antag-2
101	Cc1cc(C(=O)NC(C)c2ccc3c(c2)OCO3)cs1 (stereo unspecified)	13	-30
102	CC12CC3CC(C)(C1)CC(CN)(C3)C2	14	-8
103	CCOc1ccccc1NC(=O)c1cc(=O)c2ccccc2o1	7	-5
104	COc1ccc(C(=O)NC(=S)NNC(=O)c2cccnc2)cc1	14	-1
105	Cc1cc(C(=O)CSc2nc3ccccc3c(=O)n2C)c(C)n1Cc1ccc2c(c1)OCO2	30	-8
106	O=C(Nc1nc2ccccc2s1)C1c2ccccc2Oc2ccccc21	27	12
107	O=C(c1cccnc1)N1CCN(Cc2ccccc2Br)CC1	11	-16
108	CCOC(=O)CN1C(=O)N[C@@H](c2cccs2)C(C(C)=O)=C1C	16	-1
109	CC(C)NC(=O)c1cc(-n2cnnc2)ccc1Cl	1	-3
110	N#CC(=C1CCCC1)c1nc(-c2ccccc2)cs1	59	10

Screens as filed in PubChem.
